PAFAH1B2 inh = PAFAH1B2 enzyme inhibitors, primary screen, biochemical, fluorescence polarization, human; recombinant PAFAH1B2, FP-rhodamine activity probe; Platelet-activating factor acetylhydrolase IB subunit alpha2 (Homo sapiens), P68402; 340,000 compounds, 1.2% hits; inhibition, % at 3.39 µM; AID 492953, 2010;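 active = inhibition above the mean of all tested compounds plus 3 SD, cut at about 24% in these data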;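 also: 0% = enzyme with DMSO and 100% = wells lacking PAFAH1B2; many of its hits are not listed in these tables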
LYPLA2 counter = LYPLA2 inhibitors, primary screen, counter-screen for PME1 inhibitor project, biochemical, fluorescence polarization, FP-Rh probe ABPP | inhibition, % at 5.9 µM | Acyl-protein thioesterase 2 (Homo sapiens), O95372 | 320,000 compounds, 0.38% hits | recombinant LYPLA2;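 active = inhibition above the screen-wide mean plus 3 SD, limit set per campaign, cut at about 26% in these data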;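 also: 0% = LYPLA2 with DMSO and 100% = wells lacking LYPLA2 enzyme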
PAD4 inh = human PAD4 inhibitors, primary screen, biochemical, fluorescence polarization, 1536-well format; Protein-arginine deiminase type-4 (Homo sapiens), Q9UM07; recombinant PAD4, RCA probe fluorescence polarization; inhibition, % at 6.36 µM; 330,000 compounds, 0.41% hits; AID 485272, 2010;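 active = percent inhibition above a cutoff equal to the mean of all tested compounds plus 3 SD, cut at about 15% in these data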;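 also: 0% = PAD4 with RCA probe and DMSO and 100% = probe without PAD4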
Target sequence (Q9UM07 whole entry, looked up): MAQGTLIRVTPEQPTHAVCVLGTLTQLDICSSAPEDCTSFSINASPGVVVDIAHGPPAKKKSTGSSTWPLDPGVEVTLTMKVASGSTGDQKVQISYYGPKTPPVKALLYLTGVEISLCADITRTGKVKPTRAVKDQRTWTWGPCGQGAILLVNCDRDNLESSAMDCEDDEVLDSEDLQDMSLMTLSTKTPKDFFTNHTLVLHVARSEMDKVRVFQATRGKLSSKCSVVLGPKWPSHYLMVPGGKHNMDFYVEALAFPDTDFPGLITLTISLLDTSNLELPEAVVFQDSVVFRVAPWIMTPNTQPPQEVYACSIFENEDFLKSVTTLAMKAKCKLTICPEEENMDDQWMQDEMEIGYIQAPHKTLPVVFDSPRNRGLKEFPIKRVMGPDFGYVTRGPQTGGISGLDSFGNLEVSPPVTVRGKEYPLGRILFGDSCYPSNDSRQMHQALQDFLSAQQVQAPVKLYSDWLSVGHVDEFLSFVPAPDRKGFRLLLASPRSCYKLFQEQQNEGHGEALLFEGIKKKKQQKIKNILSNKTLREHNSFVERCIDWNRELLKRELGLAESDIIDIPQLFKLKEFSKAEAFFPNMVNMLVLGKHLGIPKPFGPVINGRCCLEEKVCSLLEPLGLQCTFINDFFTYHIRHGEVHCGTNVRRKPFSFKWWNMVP
PREPL inh = PREPL enzyme inhibitors, primary screen, biochemical, fluorescence polarization; Prolyl endopeptidase-like (Homo sapiens), Q4J6C6; recombinant PREPL, fluorescence polarization activity-based probe; inhibition, % at 5.96 µM; 320,000 compounds, 0.68% hits; in the data active = inhibition above about 43%;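 also: 0% = enzyme with DMSO and 100% = wells lacking enzyme; many of its hits are not listed in these tables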
LYPLA1 inh = LYPLA1 inhibitors, primary screen, counter-screen for PME1 inhibitor project, biochemical, fluorescence polarization, FP-Rh probe ABPP; Acyl-protein thioesterase 1 (Homo sapiens), O75608; recombinant LYPLA1; inhibition, % at 5.9 µM; 320,000 compounds, 0.16% hits;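 active = inhibition above the mean of all tested compounds plus 3 SD, set per campaign, cut at about 14% in these data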;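 also: inhibitors block serine hydrolase probe labeling of LYPLA1 so polarization falls; 0% = enzyme with DMSO and 100% = wells lacking LYPLA1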
PAFAH1B3 inh = PAFAH1B3 enzyme inhibitors, primary screen, biochemical, fluorescence polarization, human. Platelet-activating factor acetylhydrolase IB subunit alpha1 (Homo sapiens), Q15102. recombinant PAFAH1B3, FP-rhodamine probe. inhibition, % at 3.39 µM. 340,000 compounds, 0.28% hits. AID 492972, 2010;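 active = inhibition above the screen-wide average of all tested compounds plus 3 SD, cut at about 25% in these data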;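 also: 0% = enzyme with DMSO only and 100% = wells lacking PAFAH1B3 protein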
pPAFAH inh = pPAFAH enzyme inhibitors, primary screen, biochemical, fluorescence polarization, human; Platelet-activating factor acetylhydrolase (Homo sapiens), Q13093; recombinant pPAFAH, FP-rhodamine probe fluorescence polarization; inhibition, % at 3.39 µM; 330,000 compounds, 1.5% hits;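 active = inhibition above the mean inhibition across the screen plus 3 SD, cut at about 25% in these data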;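 also: inhibitors block binding of the rhodamine activity-based probe so polarization drops; 0% = enzyme with DMSO and 100% = wells lacking pPAFAH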
PME-1 inh = PME-1 inhibitors via competitive probe labeling, primary screen, biochemical, fluorescence polarization, FP-Rh probe, HTS. AID 2130, 2009. inhibition, % at 5.9 µM. Protein phosphatase methylesterase 1 (Homo sapiens), Q9Y570. 320,000 compounds, 0.53% hits. recombinant PME-1;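 active = inhibition above the campaign mean of all compounds plus 3 SD, cut at about 26% in these data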;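 also: competitive labeling of PME-1 active site by serine hydrolase directed probe; 0% = PME-1 with DMSO and 100% = wells lacking PME-1 enzyme; inhibitors block probe labeling so polarization falls and inhibition rises; many of its hits are not listed in these tables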
GSTO1 counter = inhibitors of recombinant GSTO1, primary screen, counter-screen for RBBP9 inhibitor project, biochemical, fluorescence polarization | 300,000 compounds, 1.1% hits | inhibition, % at 5.96 µM | Glutathione S-transferase omega-1 (Homo sapiens), P78417 | activity-based probe fluorescence polarization;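 active = inhibition above the campaign mean inhibition plus 3 SD, cut at about 35% in these data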;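 also: 0% = GSTO1-1 with DMSO and 100% = wells lacking GSTO1-1 enzyme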
Target sequence (P78417 whole entry, looked up): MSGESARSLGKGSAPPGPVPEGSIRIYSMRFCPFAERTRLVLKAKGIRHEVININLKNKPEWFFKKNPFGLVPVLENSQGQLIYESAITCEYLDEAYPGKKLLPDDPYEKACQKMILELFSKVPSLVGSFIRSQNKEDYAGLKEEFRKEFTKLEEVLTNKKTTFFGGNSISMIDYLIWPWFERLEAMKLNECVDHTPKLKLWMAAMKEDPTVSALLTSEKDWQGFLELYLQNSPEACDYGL
Active calls of the source: *; · = not tested or not shown.

mol,PREPL inh,GSTO1 counter,PME-1 inh,PAFAH1B3 inh,LYPLA1 inh,LYPLA2 counter,PAFAH1B2 inh,pPAFAH inh,PAD4 inh
CSc1nnc(Cn2c(=O)sc3ccccc32)n1-c1cccc(Cl)c1,-12.9,3.5,1.0,1.8,-2.2,-1.8,-0.6,2.0,-1.7
N#CCCN(C(=O)COc1ccc(F)cc1Br)c1ccccc1F,-7.8,2.9,-3.0,1.9,0.3,4.7,3.1,9.8,-2.4
Cc1nc(COC(=O)c2c(C)nn(-c3ccccc3)c2C)cs1,1.3,0.7,2.5,4.7,3.1,8.6,-1.9,1.6,-1.1
COc1ccc(C(=O)Nc2nc(C)c(C(C)=O)s2)cc1S(=O)(=O)N1CCOCC1,1.9,·,3.7,4.3,-2.9,2.6,4.6,-2.9,3.1
COC(=O)Cn1cnc2c(nnn2-c2ccc(F)cc2)c1=O,4.5,2.7,-0.6,9.6,4.6,-1.1,3.9,4.5,-5.9
O=C(NNS(=O)(=O)c1ccc(F)cc1)c1ccc([N+](=O)[O-])cc1,8.3,4.8,-5.1,0.1,2.6,-0.8,3.8,-2.3,-0.6
CCc1ccccc1NC(=O)c1ccc([N+](=O)[O-])s1,0.5,41.3*,-2.1,8.7,-4.9,-0.7,1.8,1.9,-5.7
COC(=O)C1=C(C)N(CCc2cc(OC)c(OC)c(OC)c2)C(=O)N[C@H]1c1cccs1,-0.5,0.8,1.1,·,3.5,4.1,·,6.8,-0.3
COc1ccc(Br)cc1S(=O)(=O)n1ccnc1C,4.3,-1.7,-0.4,0.6,6.8,8.7,7.5,5.1,-1.7
CCOc1ccc(N2C(=O)CC(NCC3CCCO3)C2=O)cc1 (centres undefined),16.8,-3.1,-2.8,1.6,2.8,2.2,3.2,1.9,-6.3
O=C(Nc1ccc2nc3n(c(=O)c2c1)CCCCC3)C(=O)N1CCN(c2ccccc2)CC1,12.9,-4.6,-5.9,-3.6,-3.1,-3.7,-0.9,9.9,1.5
O=C(CNC(=O)/C=C/c1ccco1)N=Nc1c(O)[nH]c2ccccc12,8.0,8.5,7.7,2.7,-3.9,3.5,4.0,19.8,-2.4
CN(C)c1ccc(CNC(=O)CN(C)S(=O)(=O)c2cccc3cccnc23)cc1,4.0,-4.7,33.3*,7.4,0.9,-1.8,0.7,-5.2,-0.2
N#Cc1ccc(CSc2nnc(-c3cccc(S(=O)(=O)N4CCCCC4)c3)o2)cc1,-8.0,9.0,-2.8,3.7,7.9,8.1,5.1,3.8,-1.6
CC(O)[C@H]1CNC(=O)C(=O)N1CCc1cccc2ccccc12 (some centres undefined),5.1,-1.9,1.5,6.4,-0.1,4.4,1.7,6.1,1.0
Cc1nn(CC(=O)NCC(C)c2ccccc2)c(=O)c2cccn12 (centres undefined),2.2,-9.6,3.0,8.3,8.2,5.4,3.5,5.0,-1.2
COc1ccc(-c2nc(-n3c(C)c(C(C)=O)c(C(C)=O)c3C)sc2C)cc1,11.1,12.1,3.4,2.6,1.8,4.4,2.5,3.2,1.9
Cc1c(-c2ccccc2)c(P(=O)(N2CCOCC2)N2CCOCC2)c2ccccn12,11.3,-1.2,-0.7,-7.1,2.3,-0.8,-1.4,2.5,-3.9
COc1ccc(C(=O)c2ccc(N(C)C)cc2)c(OC)c1,7.2,0.6,7.4,3.5,1.5,4.2,7.5,7.3,-2.7
O=C(c1cccc(F)c1)N1CCCc2ccccc21,3.8,4.1,-7.8,9.3,0.9,5.6,9.3,1.9,1.2
O=C(Nc1ccon1)c1ccccc1F,-6.4,-4.4,-6.7,10.7,-3.6,1.9,-2.6,2.9,-2.2
CCOC(=O)N1CCC(NC(=O)c2cnn3c(C(F)(F)F)cc(-c4cccc(OC)c4)nc23)CC1,10.2,6.1,-6.4,·,-0.1,-7.4,·,-8.4,1.7
COc1ccc(CCNC(=O)C(=O)NCc2ccc(Cl)cc2)cc1OC,-4.1,-1.9,-0.4,3.1,-2.0,-0.5,11.8,-2.2,2.0
Cc1cccc(NCc2ccc([N+](=O)[O-])s2)c1,21.3,9.1,1.9,1.7,2.9,12.9,6.3,7.2,-0.9
CCC(C)(C)NC(=O)CN(C(=O)CNS(=O)(=O)c1ccc(F)cc1)c1ccc2c(c1)OCCO2,-4.0,-0.8,-1.3,2.0,-3.6,-4.8,0.7,19.7,-2.6
Nc1c(Cl)c(Cl)nc(C(=O)OCC(=O)NCc2ccccc2)c1Cl,5.9,·,13.2,9.4,-0.2,-6.3,1.4,6.3,0.6
COc1ccc(NC(=O)CSc2nccn2Cc2ccco2)cc1OC,11.7,4.0,-6.7,7.7,4.7,5.8,2.9,0.4,2.3
O=C(N/N=C/c1ccc(O)cc1O)C1CC1,4.1,-8.4,5.4,·,0.2,4.8,·,7.6,2.2
COc1ccc(OC)c(-c2cc(C(=O)N3CCN(c4ncccn4)CC3)c3ccccc3n2)c1,15.8,-1.4,0.5,3.1,3.1,-0.2,0.1,3.8,-2.8
CC(C)Oc1ccc(CN=C(N)N=C(N)N)cc1Cl,-10.8,-0.5,5.6,-6.9,3.8,7.0,-5.0,-0.3,-3.0
CCOc1ccc(-c2nc(N)ncc2-c2ccc(Cl)cc2)c(O)c1,20.7,-7.4,-1.8,11.3,-2.4,-4.2,1.6,-3.1,4.5
CCn1c(SCC(=O)NNC(=O)c2ccc(OC)cc2)nnc1C(C)C,-2.0,-2.9,2.2,1.1,0.9,3.0,-4.9,6.9,-4.3
COc1ccccc1OCC(=O)Nc1ccc(S(=O)(=O)N(C)c2ccccc2)cc1,-2.9,5.1,1.2,-0.6,-3.1,-5.7,-1.8,-2.2,-2.0
COc1ccc(C(CNC(=O)c2c(C)nn(Cc3ccc(C)cc3)c2Cl)N2CCOCC2)cc1 (centres undefined),10.3,·,-5.1,5.7,2.6,1.5,5.9,0.0,-2.8
COc1cccc(NC(=O)C(C)SCc2ccccc2)c1 (centres undefined),-3.8,5.7,-5.6,8.2,1.8,2.3,-0.6,-1.4,5.4
CC1CCCC(C)N1C(=O)COc1cccc(Oc2ccccc2)c1 (centres undefined),25.1,·,·,10.1,·,·,12.8,0.7,-1.4
COc1cc(CNc2ncn[nH]2)ccc1OCc1ccccc1C,13.8,17.9,-2.4,3.0,1.2,5.5,-0.9,-2.0,-2.9
O=C(O)CSc1nc(-c2ccccc2)nc2c1oc1ccccc12,25.9,-21.9,-6.9,11.2,-3.0,5.8,7.4,-16.1,-6.0
C[C@H](CO)N1C[C@H](C)[C@@H](CN(C)C(=O)Nc2ccc(C(F)(F)F)cc2)Oc2ccc(NC(=O)Nc3ccc(C(F)(F)F)cc3)cc2C1=O,1.1,·,·,-65.5,·,·,-34.1,-32.8,-3.7
CC(=O)O[C@H]1C[C@@H]2CC[C@@H]3[C@H](CC[C@@]4(C)[C@H]3C[C@H]([N+]3(C)CCCCC3)[C@@H]4OC(C)=O)[C@@]2(C)C[C@@H]1[N+]1(C)CCCCC1,11.9,9.9,0.3,9.8,1.8,2.3,-4.9,0.4,0.7
COC(=O)c1ccc(OCC(=O)NC2CCCCCC2)cc1,0.7,-10.1,-1.1,4.3,-7.5,-4.4,5.2,-1.1,-5.2
CCOC(=O)C1=C(C)C(c2ccccc2OC)NC(=O)N1 (centres undefined),-1.8,-17.6,0.1,5.5,0.5,2.7,8.9,-8.3,-7.1
O=c1c2ccccc2c(-c2ccccc2)nn1-c1ccc(Cl)c(Cl)c1,-3.6,-1.9,1.6,-8.4,2.5,0.2,-5.5,0.5,-3.1
CCCNC(=O)OC[C@H]1O[C@H](CCO/N=C(\C)CCN2CCc3nc(-c4ccccc4)c(-c4ccccc4)cc3C2)C=C[C@@H]1Oc1ccc(OC)cc1,6.1,-8.9,-3.1,·,1.4,-10.9,·,-1.7,-0.9
CCCCn1c(N)c(N(CC(C)C)C(=O)c2cc(-c3ccc(OC)c(OC)c3)nc3ccccc23)c(=O)[nH]c1=O,3.5,-2.9,6.4,3.6,-3.6,-0.6,3.0,3.9,4.8
COc1ccc(NC(=O)c2cc(-c3ccncc3)nc3ccccc23)c(OC)c1,16.1,·,·,12.6,·,·,0.2,5.1,-11.4
COc1cc(OC)c(NC(=O)c2ccco2)cc1Cl,11.3,-4.3,-1.5,-0.6,0.4,0.5,-0.9,-2.1,-0.1
O=C1Nc2ccccc2/C1=N/c1sc2c(c1C(=O)NCCc1ccccc1)CCCC2,28.0,7.5,4.0,-4.7,-2.8,6.4,10.5,14.7,-14.8
O=c1[nH]c2ccccc2c2oc(CCl)nc12,-2.8,86.7*,-8.4,3.0,1.4,-1.7,1.7,4.2,-1.9
Cc1c(C(=O)OCc2ccc(F)cc2)sc2nc3n(c(=O)c12)CCC3,3.2,-4.0,0.1,7.9,4.1,9.2,1.3,-2.9,-1.8

Other compounds:
mol,PREPL inh,GSTO1 counter,PME-1 inh,PAFAH1B3 inh,LYPLA1 inh,LYPLA2 counter,PAFAH1B2 inh,pPAFAH inh,PAD4 inh
CCOc1cccc(CN2CCCC(N3CCN(c4cccc(Cl)c4)CC3)C2)c1O (centres undefined),22.0,0.5,1.1,3.6,2.5,11.4,1.0,1.5,-1.6
COCCNC(=O)NC1(C(F)(F)F)Oc2ccc(Cl)cc2O1 (centres undefined),16.6,37.6*,2.2,6.3,2.9,-8.5,19.0,0.3,2.0
COCc1c(C(=O)OC)nnn1-c1ccccc1,11.4,2.2,3.7,10.8,-1.9,5.8,5.6,-1.2,-0.9
O=C(CSc1cccc[n+]1[O-])Nc1cccc(S(=O)(=O)NC2=NCCCCC2)c1,-1.2,1.5,-0.4,8.3,-3.0,0.2,4.7,10.6,-1.5
O=C(O)c1ccc(NC(=S)NCc2ccccc2)cc1,-0.9,3.3,-2.5,-0.3,0.3,-1.8,4.2,-2.0,2.4
Cc1ccc(SCc2c(C(=O)N/N=C/c3ccc4c(c3)OCO4)nnn2-c2nonc2N)cc1,12.6,8.0,-4.9,7.3,-1.2,4.4,1.8,-3.2,7.6
COc1ccc2c(c1)c(-c1csc(N)n1)c(C)n2C,6.3,5.4,5.2,4.7,2.4,10.6,0.0,10.8,-14.9
COc1ccc(CN2CCN(Cc3ccc(Br)cc3)CC2)c(OC)c1OC,9.7,-2.5,6.7,10.9,-3.0,-6.5,9.0,3.4,-3.2
CCC(=O)Nc1ccc(NC(=O)c2cccc3ccccc23)cc1,-2.4,4.8,-1.3,0.9,-1.4,1.3,4.4,2.7,1.1
Cc1cccc(-n2c(SCC(=O)N3CCN(c4ccccn4)CC3)nnc2N2CCOCC2)c1,19.9,·,0.4,6.8,1.7,-2.5,6.0,-1.2,-1.6

Source: PubChem BioAssay

Only part of the results is shown; count on the stated rates, not on these rows.
